# Source: PubChem (National Center for Advancing Translational Sciences (NCATS))
# L3MBTL1 block: qHTS Assay for the Inhibitors of L3MBTL1 | AlphaScreen L3MBTL1–H3K9me1 peptide binding | 230,000 compounds, 0.66% hits | AID 485360, 2010 | Potency, µM (series often up to 57.1 µM), for inactives: at the highest dose activity, negative = inhibition, usual class: inhibitors | Lethal(3)malignant brain tumor-like protein 1 (Homo sapiens), Q9Y468; note: % is set by controls: 0 for no effect and ±100 for the full control effect; nearly all actives have a fitted effect of over 60% in size
#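 AlphaScreen proximity signal between nickel-chelate acceptor and streptavidin donor beads (final 10 ug/mL) reports binding of 50 nM L3MBTL1 to 75 nM biotin-H3 K9me1 peptide; complex incubated with compounds 30 min at room temperature; cefsulodin titration as control.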
# HTT cytoprotect: qHTS Multiplex Assay to Identify Dual Action Probes in a Cell Model of Huntington: Cytoprotection (ATP). Potency, µM (doses to about 56.4 µM), for inactives: cytoprotection (ATP increase), most hits filed as activators. PC12 HTT-Q103 induced, cytoprotection, ATP luminescence, 40 h. 230,000 compounds, 0.14% hits;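 note: % of control where 0% means no effect; nearly all actives have a fitted effect of over 45% in size; toxic huntingtin expression switched on by the ecdysone agonist tebufenozide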
#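 Compounds were screened for protection of PC12 cells against cell death after tebufenozide induction (100 nM final) of mutant Huntingtin exon 1 (Q103) fused to GFP.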
# RECQ1 inh: qHTS Assay for Inhibitors of RecQ-Like Dna Helicase 1 (RECQ1). 240,000 compounds, 0.54% hits. RECQ1 DNA unwinding, red fluorescence kinetic read. Potency, µM (titrated, usually from 57.3 µM), inactives show at the top dose activity, negative = inhibition, most hits filed as inhibitors. AID 2549, 2010. ATP-dependent DNA helicase Q1 (Homo sapiens), P46063;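 note: plate controls were vehicle for no effect and no enzyme for full effect; nearly all actives have a fitted effect of over 30% in size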
#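 RECQ1T1 50 nM; forked duplex (20 bp + 30-nt ss tails) 200 nM, ATP 2 mM final; pH 8.0, 2 mM MgCl2, 2.5 ug/ml poly(dI-dC); 15 min compound preincubation; discontinuous kinetic read over 2 h at RT.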
# Tau FP inhib: qHTS for Inhibitors of Tau Fibril Formation, Fluorescence Polarization; K18 P301L tau heparin fibrillization, Alexa594 FP, 6 h; Microtubule-associated protein tau (Homo sapiens), P10636; Potency, µM (titrated, usually from 57.7 µM), for the others: at the highest dose activity, negative = inhibition, most hits filed as inhibitors; 280,000 compounds, 0.39% hits; note: % is set by controls: 0 for no effect and ±100 for the full control effect; nearly all actives have a fitted effect of over 55% in size
# Target sequence (P10636 561-689 P618L limits assumed): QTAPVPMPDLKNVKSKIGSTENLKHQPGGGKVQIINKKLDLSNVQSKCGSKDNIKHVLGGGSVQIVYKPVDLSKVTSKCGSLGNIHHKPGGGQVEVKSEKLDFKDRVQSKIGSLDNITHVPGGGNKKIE
#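 Compound effects on tau fibrillization are measured by Alexa 594 fluorescence polarization (ex 555, em 632 nm). K18 P301L tau is used at 15 uM with 0.24 uM labeled tracer, and 20 uM heparin induces aggregation over 6 hr at 37 C.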
# TRb-SRC2 inh: qHTS for Inhibitors of the Interaction of Thyroid Hormone Receptor and Steroid Receptor Coregulator 2 | AID 1469, 2008 | Potency, µM (doses to about 106 µM), inactives show top-dose activity change, negative = inhibition, actives largely listed as inhibitors | 280,000 compounds, 0.065% hits | Thyroid hormone receptor beta (Homo sapiens), P10828 | TRbeta-SRC2 peptide binding, fluorescence polarization; receptor liganded with 1 µM T3;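 note: plate controls were bound peptide for no effect and peptide without receptor for full effect; nearly all actives have a fitted effect of over 50% in size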
# Target sequence (P10828 whole entry, looked up): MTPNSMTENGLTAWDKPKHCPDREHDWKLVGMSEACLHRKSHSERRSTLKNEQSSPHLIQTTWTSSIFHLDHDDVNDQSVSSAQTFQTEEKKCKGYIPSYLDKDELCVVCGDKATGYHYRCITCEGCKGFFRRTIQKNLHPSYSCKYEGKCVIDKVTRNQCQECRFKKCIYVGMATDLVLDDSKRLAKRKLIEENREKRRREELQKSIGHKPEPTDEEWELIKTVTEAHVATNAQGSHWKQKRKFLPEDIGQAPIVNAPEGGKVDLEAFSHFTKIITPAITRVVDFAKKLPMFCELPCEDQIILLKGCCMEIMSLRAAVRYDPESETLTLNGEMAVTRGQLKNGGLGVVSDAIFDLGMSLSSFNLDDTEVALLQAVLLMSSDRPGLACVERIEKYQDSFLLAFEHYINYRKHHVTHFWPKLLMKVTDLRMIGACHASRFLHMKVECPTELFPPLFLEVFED
#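 Each compound concentration gave % activity, normalized to unbound and bound Texas Red SRC2 controls, from polarization read after 5 hr ambient incubation with T3-loaded human TRb LBD.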
# Tau ThT inhib: qHTS for Inhibitors of Tau Fibril Formation, Thioflavin T Binding. Microtubule-associated protein tau (Homo sapiens), P10636. recombinant tau K18 P301L, heparin-induced fibrillization, ThT fluorescence. Potency, µM (top dose mostly 57.4 µM), without a hit: top-dose activity, negative = inhibition, most hits filed as inhibitors. 270,000 compounds, 2.1% hits. AID 1460, 2008; note: % is set by controls: 0 for no effect and ±100 for the full control effect; nearly all actives have a fitted effect of over 55% in size
#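 ThT emission at 510 nm, taken 1 hr after adding 30 uM dye, quantifies aggregates formed when 20 uM heparin acts on human tau K18 P301L for 6 hr at 37 C.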
# TR SRC2 fluor cs: Total Fluorescence Counterscreen for Inhibitors of the Interaction of Thyroid Hormone Receptor and Steroid Receptor Coregulator 2. TRb/SRC2 Texas Red total fluorescence interference. Potency, µM (highest dose often 106 µM), for inactives: top-dose fluorescence change, negative = quenching. 280,000 compounds, 0.29% hits. AID 1479, 2009; active = well fitted curve in either direction with a large enough effect; inconclusive = small, poorly fitted or top-dose-only effect; note: % is set by controls: 0 for no effect and ±100 for the full control effect
#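 Human TRb ligand-binding domain at 0.6 uM with 20 nM Texas Red SRC2 peptide in Tris buffer containing 1 uM T3 and 5% DMSO, incubated with compound 5 h at ambient temperature. Total fluorescence (555/632 nm) calculated as parallel + 2 × perpendicular.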
# Tau fluor cs: Counterscreen qHTS for Inhibitors of Tau Fibril Formation, Fluorescence Polarization; tau K18 P301L (four-repeat tau fragment) Alexa594 fluorescence, heparin fibrillization; Potency, µM (top dose mostly 57.7 µM), for the others: at the highest dose activity change, negative = decrease; 280,000 compounds, 0.93% hits; note: % is set by controls: 0 for no effect and ±100 for the full control effect; nearly all actives have a fitted effect of over 55% in size
#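 Human K18 P301L tau (15 uM unlabeled plus 0.24 uM Alexa 594-labeled, final) in 100 mM sodium acetate pH 7 was mixed with compound and 20 uM heparin and incubated 6 hr at 37 C.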
# * hit, by the source's call; i = inactive; ? = inconclusive; · = not tested or not shown; [ ] = another dose, or the depositor's remark. Unless noted, calls come from the whole dose curve; as a rule, active = well fitted curve in the direction sought with a large enough effect; inconclusive = small, poorly fitted or top-dose-only effect, or another doubt; inactive = no such curve, though single readings can be large; an effect the other way counts as inactive or inconclusive. Potency is the fitted concentration of half-maximal effect. This is a subset. The share of hits here may be higher or lower than overall.
smiles | L3MBTL1 block | HTT cytoprotect | RECQ1 inh | Tau FP inhib | TRb-SRC2 inh | Tau ThT inhib | TR SRC2 fluor cs | Tau fluor cs
Cc1cc(-c2ccc(/C=N/n3cnnc3)o2)ccc1Cl | -26% | · | 3% | 1% | -3% | 9% | -1% | 9%
O=C(CN(c1cccc(Br)c1)S(=O)(=O)c1ccccc1)N1CCc2ccccc2C1 | · | · | · | -2% | -2% | -2% | 8% | -14%
CS(=O)(=O)c1ccc2nc(NC(=O)Nc3cccc(Cl)c3)sc2c1 | 11% | -39%[inhibitor] | i | ? | -3% | ? | -7% | -11%
Nc1ccc2oc(-c3ccccn3)nc2c1 | ? | -9%[10 µM] | 1% | 3% | 1% | -11% | -9% | 1%
COc1ccccc1NC(=O)COC(=O)c1c[nH]c(=O)[nH]c1=O | · | -13%[10 µM] | i | 3% | -7% | -4% | 3% | -8%
Cc1cc2c(cc1NC(=O)c1ccc(C(C)(C)C)cc1)n(C)c(=O)c(=O)n2C | · | · | · | 3% | -1% | -17% | -1% | -2%
CC1CCN(C(=O)CSc2nc(N)c3c4c(sc3n2)CN(C)CC4)CC1 | -2% | -10%[0.074 µM] | i | -4% | 6% | -14% | -2% | -10%
COC(=O)CC1C(=O)NCCN1C(=S)NC(=O)C(c1ccccc1)c1ccccc1 (centres undefined) | 13% | 2%[10 µM] | 8% | 8% | 4% | -6% | -1% | -5%
COc1cccc(C(=O)Nc2ccc(C(=O)NCC(C)C)cc2)c1 | 5% | 7% | i | -3% | 4% | -1% | -2% | 3%
CC(C)(C)C1CCc2onc(C(=O)Nc3cnn(Cc4ccc(F)cc4)c3)c2C1 (centres undefined) | 7% | -3%[10 µM] | -9% | 1% | 2% | -3% | 1% | -5%
Cc1ccc(NC(=O)Cn2cccc2)cc1Cl | -14% | 16%[10 µM] | -19% | 12% | -24% | 3% | -1% | 0%
CCN1C(=O)c2cccc3c(S(=O)(=O)Nc4ccncc4)ccc1c23 | · | -14% | -6% | 3% | -11% | -5% | -3% | -5%
O=C(CCCNS(=O)(=O)c1ccccc1)NCc1ccco1 | -1% | 19%[1.9 µM] | 8% | 3% | -2% | -7% | 1% | -4%
COc1ccc(C2C(C(=O)NCc3cccnc3)c3ccccc3C(=O)N2C)cc1OC (centres undefined) | 12% | -17% | i | -11% | 4% | -8% | 0% | -9%
Cc1cc(C)c2c(CN3CCOCC3)cc(=O)oc2c1 | · | -10%[10 µM] | 7% | -2% | -4% | · | -1% | 3%
CC(=NCCCn1ccnc1)c1c(C)[nH]n(-c2ccc([N+](=O)[O-])cc2)c1=O | -7% | 24%[10 µM] | -5% | 1% | 2% | -16% | -8% | -9%
CCOC(=O)C1CCC(CN(Cc2ccc(Cl)cc2)S(=O)(=O)c2ccc(F)c(C(=O)Nc3cccc(F)c3)c2)CC1 (centres undefined) | · | · | · | ? | -7% | -3% | -1% | -11%
C=CCNc1nc(NCc2ccccc2)c(C#N)c2c1CN(C)CC2 | -23% | -38% | 0% | ? | -6% | ? | -1% | -18%
O=C(NCc1ccc(Cl)cc1)c1ccc2oc(=O)n(Cc3ccccc3)c2c1 | · | · | · | -13% | -1% | ? | 0% | ?
Cn1c(=O)c2c(nc(SCCOc3ccc4ccc(=O)oc4c3)n2C)n(C)c1=O | 0% | -10% | -12% | -1% | -9% | -9% | -3% | 4%
CC(C)n1c(O)c(N=NC(=O)C2COc3ccccc3O2)c2ccccc21 (centres undefined) | -17% | 7%[10 µM] | -1% | 11% | 3% | ? | -1% | -20%
CN(c1ccc(C(=O)Nc2ccccn2)cc1)S(=O)(=O)c1ccccc1 | -2% | -20% | i | -5% | -6% | -2% | 1% | -9%
Cc1ccc2oc(=O)c3cnn(CC(=O)N4CCCc5ccccc54)c3c2c1 | -7% | -26%[10 µM] | 5% | -8% | -12% | 7% | -1% | 3%
COc1cc(CNc2ccc3[nH]c(=O)[nH]c3c2)cc(Br)c1OCc1ccccc1F | · | · | · | 9% | -2% | ? | ? | ?
COc1ccc(NC(=O)c2ccc3c(=O)n4nc(Nc5ccccc5C)sc4nc3c2)cc1Cl | · | · | · | -6% | 1% | ? | 0% | -17%
Cc1nn(-c2ccccc2)c(C)c1C(=O)OCC(=O)NC(=O)NC1CCCCC1 | -2% | -22% | ? | 1% | -7% | -12% | 0% | -6%
[O-]C1=N/[N+](=C/c2ccccc2)CC1 | · | 6%[10 µM] | 9% | -3% | -4% | · | -1% | 8%
COc1ccc(N2CC(NC(=O)C3CCCC3)CC2=O)cc1OC (centres undefined) | · | · | · | -8% | 1% | -3% | -1% | -1%
COc1ccc(C(=O)NCC(=O)N2CCCCC2)cc1OC | · | -14% | 1% | 6% | -1% | -4% | 0% | 1%
Cc1nc([N+](=O)[O-])c(C(=O)OCc2cccc(Br)c2)n1C | · | -8% | ? | 1% | 0% | -14% | 1% | -12%

# A run of entries of the results above, as a working copy:
smiles | L3MBTL1 block | HTT cytoprotect | RECQ1 inh | Tau FP inhib | TRb-SRC2 inh | Tau ThT inhib | TR SRC2 fluor cs | Tau fluor cs
COc1ccc(C2C(C(=O)NCc3cccnc3)c3ccccc3C(=O)N2C)cc1OC (centres undefined) | 12% | -17% | i | -11% | 4% | -8% | 0% | -9%
Cc1cc(C)c2c(CN3CCOCC3)cc(=O)oc2c1 | · | -10%[10 µM] | 7% | -2% | -4% | · | -1% | 3%
CC(=NCCCn1ccnc1)c1c(C)[nH]n(-c2ccc([N+](=O)[O-])cc2)c1=O | -7% | 24%[10 µM] | -5% | 1% | 2% | -16% | -8% | -9%
CCOC(=O)C1CCC(CN(Cc2ccc(Cl)cc2)S(=O)(=O)c2ccc(F)c(C(=O)Nc3cccc(F)c3)c2)CC1 (centres undefined) | · | · | · | ? | -7% | -3% | -1% | -11%
C=CCNc1nc(NCc2ccccc2)c(C#N)c2c1CN(C)CC2 | -23% | -38% | 0% | ? | -6% | ? | -1% | -18%
O=C(NCc1ccc(Cl)cc1)c1ccc2oc(=O)n(Cc3ccccc3)c2c1 | · | · | · | -13% | -1% | ? | 0% | ?
Cn1c(=O)c2c(nc(SCCOc3ccc4ccc(=O)oc4c3)n2C)n(C)c1=O | 0% | -10% | -12% | -1% | -9% | -9% | -3% | 4%
CC(C)n1c(O)c(N=NC(=O)C2COc3ccccc3O2)c2ccccc21 (centres undefined) | -17% | 7%[10 µM] | -1% | 11% | 3% | ? | -1% | -20%

# Next structures.
Structure	L3MBTL1 block	HTT cytoprotect	RECQ1 inh	Tau FP inhib	TRb-SRC2 inh	Tau ThT inhib	TR SRC2 fluor cs	Tau fluor cs
CC#CCOC(=O)c1c(C)nc2sc3c(c2c1N)CCC(O)C3 (centres undefined)	0%	·	-4%	3%	0%	-6%	-2%	1%
COc1ccc(OC)c(-n2c(-c3ccc(O)cc3O)n[nH]c2=S)c1	46%[activator]	-7%[10 µM]	-11%	2%	-6%	?	-12%	-20%
CCOC(=O)C(C)Sc1nnc(Cc2cc(=O)[nH]c(=O)[nH]2)n1-c1ccc(OCC)cc1 (centres undefined)	4%	-7%	-4%	-6%	2%	-1%	4%	-2%
CC(C)C(c1nnnn1Cc1ccc2c(c1)OCO2)N1CCN(C)CC1 (centres undefined)	-9%	-5%[10 µM]	-4%	-4%	-6%	-3%	-4%	2%
N#CC1=C(N)Oc2n[nH]c(-c3cccs3)c2C1c1ccoc1 (centres undefined)	·	13%	-4%	?	-4%	?	0%	-27%
CCC(=O)N1CCc2cc(Br)cc(S(=O)(=O)NCc3ccccc3)c21	·	·	·	?	5%	-2%	-3%	-15%
O=C(O)Cc1sc(-c2ccc(C(=O)O)cc2)nc1-c1ccccc1	0%	7%[10 µM]	i	-6%	-3%	2%	-3%	3%
COCCN1C(=O)C(=O)/C(=C(/O)c2ccc(OC(C)C)cc2)C1c1cccnc1 (centres undefined)	8%	21%[0.074 µM]	-2%	7%	3%	4%	3%	10%
O=[N+]([O-])c1ccc(Cl)cc1CNc1ccc(F)c(F)c1	0%	9%[10 µM]	-4%	9%	3%	-14%	-9%	?
C=C(C)CSc1nc(N)c2c3c(sc2n1)CCC3	-2%	-23%	-6%	1%	-3%	-18%	0%	-11%
CCOc1ccc(C2c3cc(OC)c(OC)cc3CC(=O)N2c2ccccc2)cc1 (centres undefined)	-1%	-8%	i	-2%	-6%	-9%	3%	-4%
C/C(=C\C(=O)c1cccnc1)Nc1ccc(O)cc1	·	-20%	-14%	-1%	14µM*	?	21%	-17%
CS(=O)(=O)c1ccc2nc(NC(=O)CCC(=O)c3cccs3)sc2c1	?	-12%[10 µM]	i	6%	-7%	-9%	-1%	-13%
CN1CCN(C(=O)c2cc3c(s2)-c2ccccc2S(=O)(=O)C3)CC1	-3%	-8%	i	0%	-2%	-8%	-1%	-1%
